Screens from PubChem BioAssay.
TDP-43 yeast inh – qHTS of TDP-43 Inhibitors; 410,000 tested, 1.8% active; AID 652104, 2013; TDP-43 expressing yeast growth rescue, BacTiter-Glo, 24 h; Potency, µM (doses to about 46.1 µM), for the others: top-dose growth rescue (activation), hits mostly activators; also: potency is read from the fitted curve at half-maximal effect; % of control where 0% means no effect; nearly all actives have a fitted effect of over 50% in size
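Readout is BacTiter-Glo luminescence of cell growth, so inhibitors register as activators. TDP-43-expressing yeast at OD600=0.02 in galactose medium, after raffinose pregrowth to mid-log, were incubated with compound for 24 hr at 30 deg C.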
FUS suppressor – qHTS for Suppressors of FUS Proteinopathy: Primary screen using FUS-linked yeast assay; S. cerevisiae FUS-expressing, growth rescue, OD600, 24 h; Potency, µM (titrated, usually from 76.6 µM), inactives show top-dose growth rescue (activation), usual class: activators; 390,000 tested, 0.24% active;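 also: potency is read from the fitted curve at half-maximal effect; plate controls were DMSO vehicle for no effect and reference control for full effect; nearly all actives have a fitted effect of over 55% in size; some results filed as inactive show a strong effect at the top dose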
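Steps: raffinose overnight preculture; dilution to OD 0.005 in 2% galactose minimal medium; compound addition (concentration series); 24hr at 30C, 99% humidity; absorbance read at 600 nm.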
PTHR1 agonist – qHTS for PTHR1 Agonists: Primary Screen; Parathyroid hormone/parathyroid hormone-related peptide receptor (Homo sapiens), Q03431; HEK293 GP2 PTHR1 cells, GloSensor cAMP luminescence, 1 h; Potency, µM (highest dose often 115 µM), for inactives: top-dose activation, hits mostly activators; 410,000 tested, 0.075% active; AID 743266, 2014; also: potency is read from the fitted curve at half-maximal effect; nearly all actives have a fitted effect of over 55% in size; some results filed as inactive show a strong effect at the top dose; inactives centre near -15; many of its hits are not listed in these tables
Target sequence (Q03431 whole entry, looked up): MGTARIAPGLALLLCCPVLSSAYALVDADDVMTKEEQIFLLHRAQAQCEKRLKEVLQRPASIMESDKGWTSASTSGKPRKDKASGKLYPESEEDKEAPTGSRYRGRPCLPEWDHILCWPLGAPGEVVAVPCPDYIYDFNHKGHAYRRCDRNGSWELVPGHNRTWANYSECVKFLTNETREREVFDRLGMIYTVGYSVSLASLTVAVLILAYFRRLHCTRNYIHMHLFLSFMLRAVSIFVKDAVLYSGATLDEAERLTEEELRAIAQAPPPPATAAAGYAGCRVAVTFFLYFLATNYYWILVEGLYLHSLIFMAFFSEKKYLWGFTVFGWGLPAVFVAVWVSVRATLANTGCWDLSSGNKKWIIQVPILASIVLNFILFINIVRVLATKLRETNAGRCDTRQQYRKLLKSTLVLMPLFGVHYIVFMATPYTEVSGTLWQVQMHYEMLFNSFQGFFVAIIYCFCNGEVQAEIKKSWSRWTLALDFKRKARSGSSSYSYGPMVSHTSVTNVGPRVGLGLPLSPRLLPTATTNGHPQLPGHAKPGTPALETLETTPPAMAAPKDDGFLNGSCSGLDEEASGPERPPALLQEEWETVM
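HEK-293-derived GP2 cells expressing PTHR1 and a GloSensor cAMP reporter, 3,000/well, plated overnight, given luciferin plus IBMX (each 0.5 mM as added) for 1 h at 37 °C, then compound for 1 h at 37 °C. Luminescence was read after 15 min at room temperature.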
aSyn yeast inh – qHTS of alpha-syn Inhibitors | Yeast expressing alpha-synuclein, growth rescue, BacTiter-Glo, 24 h | 370,000 tested, 0.14% active | Potency, µM (titrated, usually from 46.1 µM), for the others: at the highest dose growth rescue (activation), most hits filed as activators; also: potency is read from the fitted curve at half-maximal effect; % of control where 0% means no effect; nearly all actives have a fitted effect of over 65% in size
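Rescue of yeast growth: cells expressing toxic alpha-synuclein, induced in galactose at OD600 0.02, incubated with compound 24 h at 30 C. ATP luminescence quantified growth; inhibitors of toxicity appear as activators.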
Abeta rescue – qHTS for compounds that reverse cellular toxicity of Amyloid beta (A-beta) peptide in yeast: Primary Screen. 410,000 tested, 0.063% active. AID 1347071, 2019. yeast expressing A-beta42, growth rescue, OD600, 48 h; response scale: 0% DMSO, 100% iron-clioquinol control. Potency, µM (highest dose often 46.1 µM), for the others: at the top dose growth rescue, hits mostly activators; also: potency is read from the fitted curve at half-maximal effect; nearly all actives have a fitted effect of over 55% in size
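Growth rescue measured by 600 nm absorbance after 48 h yeast culture at 30 C with compound. Values normalized between DMSO and an equimolar ferric chloride plus clioquinol control.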
GLP1R inv ag – qHTS of GLP-1 Receptor Inverse Agonists (Inhibition Mode); Glucagon-like peptide 1 receptor (Homo sapiens), P43220; HEK293 GLP-1R CRE-luciferase, luminescence, 24 h; GLP-1R form is constitutively active; Potency, µM (top dose mostly 38.3 µM), inactives show at the highest dose activity change, negative = inhibition, actives largely listed as inhibitors; 410,000 tested, 1.6% active; AID 624417, 2012; also: potency is read from the fitted curve at half-maximal effect; % is scaled to controls: 0 for no effect and ±100 for the full control effect; nearly all actives have a fitted effect of over 55% in size
Target sequence (P43220 whole entry, looked up): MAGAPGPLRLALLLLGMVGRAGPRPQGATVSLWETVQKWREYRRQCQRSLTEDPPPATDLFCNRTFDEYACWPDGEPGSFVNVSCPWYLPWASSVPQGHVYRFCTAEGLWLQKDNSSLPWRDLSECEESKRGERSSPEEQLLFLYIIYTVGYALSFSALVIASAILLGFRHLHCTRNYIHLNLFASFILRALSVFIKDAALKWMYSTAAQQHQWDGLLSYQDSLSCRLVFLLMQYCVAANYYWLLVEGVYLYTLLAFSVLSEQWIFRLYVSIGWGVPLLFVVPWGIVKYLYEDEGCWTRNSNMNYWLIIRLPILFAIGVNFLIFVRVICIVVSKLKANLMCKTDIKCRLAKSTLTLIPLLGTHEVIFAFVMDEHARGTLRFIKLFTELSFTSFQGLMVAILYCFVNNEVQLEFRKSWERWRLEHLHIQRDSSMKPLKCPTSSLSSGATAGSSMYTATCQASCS
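qHTS in 1536-well format: reporter HEK293 cells expressing constitutive GLP-1R activity in DMEM + 10% Nu serum, 24 hr with compounds at 37 deg C, luminescence read after 12 min with detection reagent.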
D3 antag – qHTS of D3 Dopamine Receptor Antagonist: qHTS; D(3) dopamine receptor (Homo sapiens), P35462; D3R cells, DiscoveRx beta-arrestin luminescence, antagonist mode; stronger effect = lower value; max response, negative = inhibition, %; 360,000 tested, 2.5% active; in the data active = max response below about -50%; inconclusive = no clear call, values can overlap the other calls; also: % is scaled to controls: 0 for no effect and ±100 for the full control effect; mostly tested at two doses, the higher about 12 µM
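Cells plated overnight at 1500 cells/well, then exposed to library compounds with dopamine controls for 90 minutes at 37 degrees C. DiscoveRx reagent added for 30–60 minutes at room temperature; luminescence read, quantitative HTS format.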
Akt phos inh – HTS Assay for Inhibitors of Akt Phophorylation: Primary Screen. Neuro2A IGF-stimulated pAkt S473 HTRF, 20 min; stronger effect = lower value. 360,000 tested, 0.32% active. AID 651550, 2012. activity change, % for hits at 50 µM; in the data active = activity change below about -80%; inconclusive = mostly about -51% to -80%; also: % is scaled to controls: 0 for no effect and ±100 for the full control effect
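Neuro2A cells in DMEM with 0.5% FBS, overnight at 37 deg C, given compound at single 50 µM final, then IGF (6 nM final) for 20 min at 37 deg C. Lysed; phospho-Akt Ser473 by HTRF after 24 h, 665/615 ratio.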
GLP-1R agonist – qHTS of GLP-1 Receptor Agonists; AID 624172, 2012; Glucagon-like peptide 1 receptor (Homo sapiens), P43220; 380,000 tested, 0.007% active; HEK293 GLP-1R CRE-luciferase, luminescence, 4-6 h; cells express a hypersensitive GLP-1R form; Potency, µM (series often up to 45.6 µM), inactives show top-dose activation, hits mostly activators; also: potency is read from the fitted curve at half-maximal effect; % of control where 0% means no effect
Starred values were filed as active, the others as inactive; i = inactive; ? = inconclusive; . = no result given; & = joins results of further samples; [ ] = another dose, or the depositor's remark. Unless noted, calls follow the shape of the dose curve; as a rule, active = well fitted curve in the direction sought with a large enough effect; inconclusive = small, poorly fitted or top-dose-only effect, or another doubt; inactive = no such curve, though single readings can be large; an effect the other way counts as inactive or inconclusive. An excerpt; the hit share may differ from the screen's.

SMILES | TDP-43 yeast inh | FUS suppressor | PTHR1 agonist | aSyn yeast inh | Abeta rescue | GLP1R inv ag | D3 antag | Akt phos inh | GLP-1R agonist
CCOC(=O)C(CC(=O)Nc1nc(C(C)=O)c(C)s1)C(C)c1ccccc1 (configuration not stated) | -7% | 0% | -22% | 1% | 18% | ? | 3 | i | ?
O=c1c2ccccc2n2c(-c3ccc(Cl)cc3)nnc2n1CCc1ccccc1 | 15% | -6% | -19% | . | -19% | 6% | . | . | .
C[C@H](CO)N1C[C@H](C)[C@@H](CN(C)Cc2ccncc2)Oc2c(NC(=O)C3CCCCC3)cccc2C1=O | -6% | 11% | -21% | -2% | -18% | 2% | 0 | i | 6%
C=CCOC(=O)C1=C[C@H](c2cn(C(C)=O)c3ccccc23)C[C@H](OCc2ccc(CO)cc2)O1 | 8% | ? | -1% | -3% | -15% | -33% | 8 | i | 1%
Cc1oc2c(C)c(O)ccc2c(=O)c1-c1nncn1-c1ccccc1 | 25% | -4% | -18% | 5% | -5% | -11% | 14 | i | 1%
CN(C(=O)CSc1nc2ccccc2n1CC(=O)N(C)c1ccc(F)cc1)c1ccccc1 | 9% | 30% | -21% | . | -8% | ? | . | . | .
COc1ccc(CN2CCN(S(=O)(=O)c3ccccc3)CC2)c(OC)c1 | 6%&15% | 20%&-2% | -1%[57.5 µM] | -19% | 0%&-15% | 142%&15%[activator] | -70* | i | 16%
Nc1scc2c(C(=O)N/N=C/c3ccc(Cl)cc3)nn(-c3ccccc3)c(=O)c12 | 12% | ? | i | -14% | -13% | 3% | -22 | i | -12%
CC1Cc2ccccc2N1C(=O)CSc1nnc2c(n1)[nH]c1ccc(F)cc12 (configuration not stated) | 4% | 21% | -24% | 1% | 10% | 11% | -68* | i | -9%
CC(C(=O)N1CCCC1)N1CCN(S(=O)(=O)c2ccc(C(C)(C)C)cc2)CC1 (configuration not stated) | 1% | -15% | -3% | 0% | -2% | ? | -1 | i | -3%
Cc1ccccc1OCc1nnc(SCCN2CCCC2)n1-c1ccccc1 | 3% | 9% | -38%[inhibitor] | 2% | -2% | ? | ? | i | 8%
COc1cc(/C=N/n2cnnc2)ccc1OC(=O)c1ccncc1 | 10% | 8% | i | 4% | 11% | -6% | -8 | i | -15%
Nc1ncnc2c1ncn2[C@@H]1O[C@H](CNS(=O)(=O)c2cc3ccccc3s2)[C@@H](O)[C@H]1O | 18% | -4% | -43% | -5% | 9% | -2% | 10 | i | 4%
COc1ccc(OC)c(/C=C/c2[nH]c(=O)[nH]c(=O)c2[N+](=O)[O-])c1 | 17% | 6% | -28% | 1% | -2% | 0% | -5 | i | -3%
Cc1ccc(OCCNC(=O)c2ccccc2N)cc1 | 13% | 1% | -39%[inhibitor] | -1% | -6% | 9% | 3 | i | -5%
C#CCn1c(=NC(=O)c2cc(Cl)sc2Cl)sc2cc(S(N)(=O)=O)ccc21 | -9% | 16% | -7% | -3% | 4% | 96%[activator] | 10 | i | -3%
N/C(COc1ccc(C(=O)O)cc1)=N\O | 8% | -24% | -12% | -12% | -4% | 0% | 15 | i | -9%
CCOCCCNC(=O)C1c2ccccc2C(=O)N2CCc3ccccc3C12 (configuration not stated) | -17% | 14% | i | -2% | -24% | 0% | 8 | i | 5%
COc1ccc(CCNC(=O)CSc2ccc(-c3ccccc3)nn2)cc1OC | -19% | -5% | -9%[57.5 µM] | -6% | -6% | -13% | 8 | i | 3%
O=C(Nc1ccc(Cl)c(C(F)(F)F)c1)[C@@H]1CC=C[C@@H]2CCN(C3CCCCC3)C(=O)[C@@H]21 | 19% | -17% | -19% | 0% | 4% | 1% | 3 | i | 13%
Cc1oc2ccc(O)cc2c1C(=O)c1ccc(F)cc1 | 27% | -4% | i | 12% | 15% | -2% | 14 | i | 8%
N#CCCC1CCCC=C1N(Cc1ccccc1)C(=O)C(Cl)Cl (configuration not stated) | -29% | 3% | i | 0% | -17% | -12% | -11 | i | 4%
O=C(NCN1CCc2ccccc2C1)c1ccccc1 | ? | 18% | i | -5% | 17% | 3% | ? | i | -4%
CSCCOC(=O)c1[nH]c2c(c1C)C(=O)CC(c1ccco1)C2 (configuration not stated) | 4% | -10% | -69%[inhibitor] | -4% | -17% | ? | -25 | i | 26%
CCc1ccccc1N(CC(=O)NCC1CCCO1)C(=O)CCC(=O)Nc1nccs1 (configuration not stated) | -21% | -3% | i | 2% | -19% | 5% | 4 | i | 1%
CN(C)c1ccc(NC(=O)C(=O)NCCOc2ccccc2)cc1 | -1% | 27% | i | 8% | -5% | -5% | -19 | i | 0%
NC(=O)c1ccc(-n2nnnc2SCC(=O)Nc2ccccc2-c2ccccc2)cc1 | 15% | 4% | -19%[57.5 µM] | 0% | 10% | 10% | -23 | i | 3%
Cc1cccc(-c2noc(CN(C3CCCCC3)S(=O)(=O)c3ccc(F)cc3)n2)c1 | 4% | 9% | i | . | 12% | 2% | . | . | .
COc1cccc(C(=O)Oc2cc(-c3ccccc3)no2)c1 | 0% | -38% | -7% | -3% | 2% | -7% | 5 | i | -19%
Cc1ccc(NC(=O)c2cc(-c3ccc(C)o3)nc3ccccc23)nc1 | -15% | 33% | i | ? | -5% | -14% | -14 | i | -2%

Compound profiles (already shown). Order of values: TDP-43 yeast inh	FUS suppressor	PTHR1 agonist	aSyn yeast inh	Abeta rescue	GLP1R inv ag	D3 antag	Akt phos inh	GLP-1R agonist
CSCCOC(=O)c1[nH]c2c(c1C)C(=O)CC(c1ccco1)C2 (configuration not stated) across the screens: 4%	-10%	-69%[inhibitor]	-4%	-17%	?	-25	i	26%
O=C(Nc1ccc(Cl)c(C(F)(F)F)c1)[C@@H]1CC=C[C@@H]2CCN(C3CCCCC3)C(=O)[C@@H]21 across the screens: 19%	-17%	-19%	0%	4%	1%	3	i	13%
CN(C(=O)CSc1nc2ccccc2n1CC(=O)N(C)c1ccc(F)cc1)c1ccccc1 across the screens: 9%	30%	-21%	.	-8%	?	.	.	.
C=CCOC(=O)C1=C[C@H](c2cn(C(C)=O)c3ccccc23)C[C@H](OCc2ccc(CO)cc2)O1 across the screens: 8%	?	-1%	-3%	-15%	-33%	8	i	1%

Later entries.
SMILES | TDP-43 yeast inh | FUS suppressor | PTHR1 agonist | aSyn yeast inh | Abeta rescue | GLP1R inv ag | D3 antag | Akt phos inh | GLP-1R agonist
COC(C[C@H]1O[C@H]1[C@H](O)[C@H](C)OCc1ccccc1)OC | 2% | 0% | i | 1% | 4% | 13% | 12 | i | -4%
CC(C)(C)NC(=O)NC(=O)C[n+]1ccc(Cc2ccc([N+](=O)[O-])cc2)cc1 | -4% | 15% | -5% | -3% | -1% | ? | 2 | i | -5%
CC(C)(C)N1C(=O)c2ccc(C(=O)O)cc2C1=O | 24% | -6% | -8%[57.5 µM] | 15% | 31% | 3% | -19 | i | -12%
Cc1ccc(C(C(=O)NC2CCCC2)N(CCCO)C(=O)Cn2nnc(-c3ccc(C)o3)n2)cc1 (configuration not stated) | -14% | 16% | i | -2% | 7% | -14% | -24 | i | 9%
Cc1ccc(C)c(N2C(=O)c3ccc(C(=O)OCC(=O)c4c(N)n(C)c(=O)n(C)c4=O)cc3C2=O)c1 | -11% | . | -15% | -3% | 0% | 12% | 20 | i | 14%
O=C(COc1ccc(-c2ccccc2)cc1)N1CCN(C(=O)c2cccnc2)CC1 | 16% | -1% | -9% | 1% | 6% | -1% | 2 | i | -2%
CCOC(=O)c1cccnc1SCC(=O)N(C)c1ccccc1 | -8% | -7% | -23% | 5% | 8% | 9% | 17 | i | 9%
C#Cc1ccc([C@H]2C=C(C(=O)Nc3ccccc3)O[C@@H](OCc3ccc(CO)cc3)C2)cc1 | ? | 15% | -28% | -1% | 3% | ? | -6 | i | 9%
Cc1ccc(NC(=O)Cn2c(=O)oc3ccccc32)cc1Cl | 19%&18% | 9%&7% | -25% | 10% | 8%&-7% | 6%&-6% | 9 | i | 1%
CCOc1ccc(N2C(=O)CNC2=S)cc1 | 20% | -5% | i | 2% | 4% | 5% | 3 | i | -2%
CCN(CC)C(=O)C1=C(C)N(Cc2ccc(C(C)(C)C)cc2)C(=O)C(CC(=O)NC2CCCC2)C1 (configuration not stated) | 0% | 28% | -19% | -1% | 8% | ? | -3 | i | 4%
CCCn1cc(SCC(=O)Nc2nnc(C)s2)c2ccccc21 | 8% | -17% | -13% | 6% | 4% | -25% | -24 | i | 6%
CCOC(=O)C1Oc2ccccc2C(c2cccc3ccccc23)=C1C(=O)OC (configuration not stated) | 19% | 10% | i | -17% | -5% | ? | 46 | i | -2%
Cc1ccc(NC(=O)COC(=O)Cn2ccc(=O)[nH]c2=O)cc1C | 20% | . | i | 0% | 3% | 7% | 13 | i | 1%
CC(OC(=O)c1cc(S(=O)(=O)N(C)C)ccc1N1CCCC1)C(=O)NCc1ccccc1 (configuration not stated) | 7% | 6% | -24% | 1% | 9% | 21% | 6 | i | 3%
CCOc1cccc(N(C(=O)CCC(=O)Nc2cc(C)on2)C(C(=O)NC(C)(C)C)c2ccc(OC)cc2)c1 (configuration not stated) | -5% | 51% | i | ? | 1% | ? | -3 | i | 13%
O=C(NCC1COc2ccccc2O1)c1cccs1 (configuration not stated) | 3% | 11% | -16% | 8% | 4% | 13% | 11 | i | 18%
O=C1NC[C@@H](CCCCN2C[C@H](Cc3ccc(O)cc3)N(CCc3ccc(O)cc3)C(=O)C2=O)N(Cc2ccccc2)C1=O | 9% | 11% | -7% | -8% | -3% | 25% | 20 | i | -3%
